SRC3 TRFRET art – counter-screen for PPARgamma SRC-3 recruitment agonists: TR-FRET artefact; PPARgamma/SRC-3 format; stronger effect = higher value; TR-FRET ratio at 8 µM; 99,000 compounds, 0.39% hits; AID 1048; in the data active means TR-FRET ratio above about 2000; further: inactives centre near 1600; reference of the scale not given here
SRC1 TRFRET art – counter-screen for PPARgamma SRC-1 recruitment agonists: TR-FRET artefact | TR-FRET detection artefact counter-screen, emission ratio; stronger effect = higher value | TR-FRET ratio at 8 µM | 99,000 compounds, 0.34% hits | AID 1051; in the data active means TR-FRET ratio above about 2300; further: inactives centre near 1800; reference of the scale not given here
* hit, by the source's call. The list is partial. The share of hits here may be higher or lower than overall.

SMILES	SRC3 TRFRET art	SRC1 TRFRET art
O=[N+]([O-])c1cccc(C2=NC(c3ccccc3)CO2)c1 (centres undefined)	1451	1835
CCOc1cc(C(=O)NCCCn2ccnc2)cc(OCC)c1OCC	1428	1509
COc1ccc(-c2cc(CNS(=O)(=O)c3ccccc3)on2)cc1	1516	1719
Cn1ccnc1SCC(=O)Nc1nc2ccccc2s1	1461	1530
O=C(C1=C[C@H](c2csc3ccccc23)C[C@H](OCCCCO)O1)N1CCN(Cc2ccccc2)CC1	1597	1813
O=C(N[C@@H](Cc1ccccc1)C(=O)O)c1ccncc1	1637	1779
O=C(Nc1ccc(Cl)cc1)c1cccc(N2C(=O)C3C4CCC(C4)C3C2=O)c1 (centres undefined)	1520	1804
COc1ccc(NC(=O)c2c(Cl)nc3ccccn23)cc1	1671	2078
Cc1ncsc1C(=O)N1CCCC(CNS(=O)(=O)c2cccs2)C1 (centres undefined)	1689	1565
CC1CCCN(c2ccc3nc4ccccc4c(=O)n3n2)C1 (centres undefined)	1666	1833
CCC(C)(C)NC(=S)Nc1ccc(-c2nc3ccc(C)cc3s2)cc1	1562	1603
CCN(CC)Cc1c(C(=O)N2CCc3ccccc3C2)nc2ccc(Cl)cn12	1594	1504
CN(C)C(=O)c1nc2ccccc2s1	1651	1648
CCO/N=C/c1ccc(OC)c(Oc2nc(OC)cc(OC)n2)c1	1563	1703
COC(=O)c1cccnc1-n1c(=O)c2cccnc2n(CC(=O)Nc2ccc(Br)cc2)c1=O	1553	1995
COc1ccccc1CC(=O)Nc1ccc2c(c1)CCC2	1506	1635
COc1ccc(/C(N)=N/OC(=O)Cc2ccc(C)cc2)cc1OC	1601	1837
O=C(O)COc1ccc(/C=N/O)cc1Br	1526	1853
CC(=O)OCCNc1cc(SC(C)C)c2nonc2c1[N+](=O)[O-]	1422	1753
O=C(NN1C(=O)C2C(c3ccccc3)C=CC(c3ccccc3)C2C1=O)c1ccncc1 (centres undefined)	1581	1812
NC(=O)C[n+]1cccc(CNC(=O)c2ccc(OC(F)F)cc2)c1	1492	1813
O=C(NCc1ccc(Cl)cc1)C1CCN(S(=O)(=O)c2ccc(F)cc2)CC1	1581	1835
COC(=O)/C(=C1/Oc2ccc(C)cc2S1)C(F)(F)F	1604	1604
CCN(CC(=O)NC(C)(C)C)C(=O)C(c1ccccc1)c1ccccc1	1705	2112
CN(C)C(/C=C/Nc1ccc(O)cc1)=C(C#N)C#N	1831	1767

Whole records from above.
COc1ccc(/C(N)=N/OC(=O)Cc2ccc(C)cc2)cc1OC in the list: SRC3 TRFRET art: 1601; SRC1 TRFRET art: 1837
CC1CCCN(c2ccc3nc4ccccc4c(=O)n3n2)C1 (centres undefined) in the list: SRC3 TRFRET art: 1666; SRC1 TRFRET art: 1833

(listing goes on)
SMILES	SRC3 TRFRET art	SRC1 TRFRET art
CCn1c(SCC(=O)NCCc2ccccc2)nnc1C(C)C	1404	1508
COc1cc(OC)cc(C(=O)N[C@H](C(=O)OCC(=O)Nc2sccc2C#N)C(C)C)c1	1614	1551
C[C@H]1COC2=C1C(=O)C(=O)c1c2ccc2c1CCCC2(C)C	1691	1711
Cc1cccc(NC(=O)Nc2ccc(C)cc2Br)c1	1622	1755
CCCn1c(N)cc(=O)n(C)c1=O	1753	1852
CC1=NN(c2ccc(Cl)cc2)C(=O)C1	1262	1850
O=C(Cn1cncn1)NCc1cccc(C(F)(F)F)c1	1562	1784
CSc1ncc(CN2CCN(C3CCN(C(C)C)CC3)C(CCO)C2)cn1 (centres undefined)	1538	1671
C/C(=N\NC(=O)CC#N)c1cc2ccc(O)cc2oc1=O	1640	1883
CCOc1ccc(Cc2onc3c2C(=O)CCC3)cc1OCC	1467	1707
O=Cc1ccc(O)c(O)c1	1570	1881
Cc1ccc2nc(SC(C)C(=O)NC3CCCc4ccccc43)[nH]c2c1 (centres undefined)	1539	1787
CN(CCO)C(=O)c1ccc(-c2nn(C)c(=O)c3ccccc23)cc1	1674	1767
O=C(Nc1nc2ccc([N+](=O)[O-])cc2s1)C1CCCO1 (centres undefined)	1334	1540
COc1ccc(CN=C(Nc2ccccc2)SC2CC(=O)N(C)C2=O)cc1 (centres undefined)	1481	1760
O=C(CSc1nc2ccccc2[nH]1)Nc1nc(-c2ccc(Br)cc2)cs1	1873	1911
Cc1ccc(NC(=O)COC(=O)CSC(=S)N2CCOCC2)cc1	1614	1711
O=C(COC(=O)C(Cc1ccccc1)NC(=O)c1ccc(Cl)cc1)c1ccc(Cl)cc1 (centres undefined)	1541	1780
COc1ccc2ccccc2c1/C=N/NC(=O)CC1(C)OCCCO1	1504	1697
C/C(=N\Nc1ccc([N+](=O)[O-])cc1[N+](=O)[O-])c1cc2c(ccc3ccccc32)oc1=O	1362	1575
CCN1C(=O)C(C(=O)NC(C)c2ccccc2)C2CC1(C)Oc1ccccc12 (centres undefined)	1437	1805
COc1ccc(NS(=O)(=O)c2ccc3nc(COc4ccc(Cl)c(C)c4)[nH]c3c2)cc1	1836	2034
COc1cc(C(=O)NCc2nnc(SCC(=O)Nc3nc4ccccc4s3)o2)cc(OC)c1OC	1626	1842
CC(=O)c1ccc(NC(=S)Nc2ccc(Br)c(Cl)c2)cc1	1553	1787
CCOC(=O)C1=C(C)NC(=O)NC1/C=C/c1ccccc1OC (centres undefined)	1765	1892

A second format for two compounds above.
Each structure is followed by: SRC3 TRFRET art, SRC1 TRFRET art
> CCn1c(SCC(=O)NCCc2ccccc2)nnc1C(C)C
→ 1404, 1508
> CCCn1c(N)cc(=O)n(C)c1=O
→ 1753, 1852

2 entries from above, with each value named.
Cc1ccc2nc(SC(C)C(=O)NC3CCCc4ccccc43)[nH]c2c1 (centres undefined)
- SRC3 TRFRET art = 1539
- SRC1 TRFRET art = 1787

CN(CCO)C(=O)c1ccc(-c2nn(C)c(=O)c3ccccc23)cc1
- SRC3 TRFRET art = 1674
- SRC1 TRFRET art = 1767

The list goes on.
SMILES	SRC3 TRFRET art	SRC1 TRFRET art
Cc1ccc(C)c(S(=O)(=O)NCCCN2CCOCC2)c1	1670	1803
O=C1c2ccccc2S(=O)(=O)N1CC1CC(c2ccc(Cl)cc2)=NO1 (centres undefined)	1692	1786
COCCCNC(=O)CN(c1cc(Cl)ccc1OC)S(=O)(=O)c1ccc(C)c([N+](=O)[O-])c1	1701	1510
CSc1ccc(/C=N/Nc2nc(C)cc(=O)[nH]2)cc1	1612	1835
O=C(COC(=O)Cc1ccc(Cl)cc1)Nc1cc(S(=O)(=O)N2CCOCC2)ccc1N1CCCC1	1398	1657
CC(C)(C)c1ccccc1NC(=S)NCc1ccccc1	1519	1936
Cc1c(NC(=O)c2c(N)sc3c2CCCC3)c(=O)n(-c2ccccc2)n1C	1532	1698
CNS(=O)(=O)c1ccc2c(c1)oc(=O)c1cc(S(=O)(=O)NC)ccc12	1615	1615
CO/N=C(\N)c1ccc([N+](=O)[O-])cc1	1695	1893
CC1Cc2ccccc2N1c1ncnc(N)c1[N+](=O)[O-] (centres undefined)	1522	1509
COc1cccc(C2=NOC(C(=O)Nc3cccnc3Cl)C2)c1 (centres undefined)	1573	1968
CC(=O)Nc1cc(C(=O)OCc2cccc([N+](=O)[O-])c2)ccc1C	1560	1831
CCCCN(C(=S)Nc1cccc(C)c1C)c1c(N)n(CCC)c(=O)[nH]c1=O	1604	1821
COc1ccc2cc(C3NC(=O)c4ccccc4N3)c(Cl)nc2c1 (centres undefined)	1441	1823
OC(CNCc1ccc(Cl)cc1)(c1ccccc1)c1ccc(F)cc1 (centres undefined)	1724	2175
O=C(Cn1c(O)c(/C=C2\C=Nc3ccccc32)sc1=O)N1CCOCC1	1767	1753
O=C(Nc1ccccc1C(F)(F)F)c1ccccc1Br	1382	1715
CCOC(=O)C1=NNC(C(=O)c2ccc(Cl)cc2)C1c1ccccc1 (centres undefined)	1668	1677
O=C(O)C1Cc2ccccc2CN1C(=O)CSc1nnc2ccccn12 (centres undefined)	1461	2067
COc1ccc(-n2c(SCC(=O)N3CCc4ccccc43)nnc2-c2c[nH]c3ccccc23)cc1	1577	1821
COc1ccc(N2CCN(C(=O)/C=C/c3ccco3)CC2)cc1	1434	1953
CC(C)n1cnnc1SCC(=O)Nc1ccc(Br)cc1F	1628	1891
Cc1ccsc1C1C(C#N)=C(N)N(N(C)C)C2=C1C(=O)CCC2 (centres undefined)	1812	1926
Cc1ccc2c(c1)N(CCCC(=O)NCCCN1CCCC1=O)C(=O)CO2	1692	1987
CSCCC(NC(=O)c1ccc(Cl)cc1)C(=O)OCC(=O)c1ccc[nH]1 (centres undefined)	1442	1815
SMILES	SRC3 TRFRET art	SRC1 TRFRET art
O=C(COC(=O)c1c(Cl)ccc(Cl)c1Cl)NC(=O)NCc1ccccc1	1476	1560
COc1ccc(CCN=C(N)NS(=O)(=O)c2ccc(F)cc2)cc1	1484	1725
CC1CCCCN1CC(=O)Nc1ccc(N2CCCCCC2)cc1 (centres undefined)	1653	1813
COc1ccc(S(=O)(=O)NCC2CCCN(C(=O)CC3CCCC3)C2)cc1 (centres undefined)	1486	1587
Cc1[nH]c2ccccc2c1C(C[N+](=O)[O-])c1ccco1 (centres undefined)	1497	1922
O=C1COCCOCCOCCOCC(=O)NCCN1	1590	1919
CSc1ccc(/C=N/NC(=O)c2ccc(O)cc2)cc1	1717	1825
COc1cccc(N2CCN(C(=O)c3c(C)nn(-c4ccccc4)c3C)CC2)c1	1531	1674
Cc1csc2ncc(C(=O)Nc3ccccc3Cl)c(=O)n12	1528	1677
O=C(Nc1ccc(Br)cc1)c1csc(-c2ccncc2)n1	1633	1666
CCOCCCNCC(=O)Nc1ccc(S(=O)(=O)NC(C)CC)cc1 (centres undefined)	1691	1779
O=C(CCC(=O)N1CCN(S(=O)(=O)c2ccc(Cl)cc2)CC1)Nc1ccc2ccccc2c1	1527	1508
O=C(O)c1[nH]c2ccccc2c1CC(=O)N1CCN(c2ccccc2)CC1	1498	1980
O=C(Nc1cccc(C(F)(F)F)c1)c1cccnc1N1CCOCC1	1555	1534
O=C(/C=C/Nc1ccc(Nc2ccccc2)cc1)c1cccs1	1652	2047
N=C1CCCN1CC(=O)c1cccs1	1597	1832
Cc1ccc(C(=O)NC(C)c2ccc(F)cc2)cc1 (centres undefined)	1612	1851
Cc1cc([N+](=O)[O-])nn1CC(=O)Nc1cnc2ccccc2c1	1525	1767
CC1CCN(c2nc(Cl)nc(Nc3ccc([N+](=O)[O-])cc3)n2)CC1	1571	1839
C[C@H](NC(=O)c1nc[nH]c1C(=O)NC1CCN(C(=O)OC(C)(C)C)CC1)C(=O)OCc1ccccc1	1563	1781
O=C(COc1ccc([N+](=O)[O-])cc1)Nn1cnnc1	1699	1892
CCn1c(SCC(=O)NCc2ccco2)nnc1-c1ccncc1	1723	1811
S=c1nc(Cc2ccc(Cl)cc2)[nH]c2ccccc12	1863	1903
O=C(c1ccc(F)cc1)c1cnc(Nc2ccccc2)s1	1512	1732
CC(=O)NS(=O)(=O)c1ccc(NC(=O)CC(C)c2ccccc2)cc1 (centres undefined)	1537	1803

An excerpt of these results, with two lines to a compound:
The line under a structure holds: SRC3 TRFRET art, SRC1 TRFRET art
- O=C(NN1C(=O)C2C(c3ccccc3)C=CC(c3ccccc3)C2C1=O)c1ccncc1 (centres undefined)
  1581, 1812
- O=C(N[C@@H](Cc1ccccc1)C(=O)O)c1ccncc1
  1637, 1779
- O=C(O)c1[nH]c2ccccc2c1CC(=O)N1CCN(c2ccccc2)CC1
  1498, 1980
- Cc1csc2ncc(C(=O)Nc3ccccc3Cl)c(=O)n12
  1528, 1677

Next section:
SMILES	SRC3 TRFRET art	SRC1 TRFRET art
N#Cc1ccsc1NC(=O)CN1CCN(c2ccccc2O)CC1	1808	1714
CCCCN(Cc1cc2ccccc2[nH]c1=O)S(C)(=O)=O	1456	1914
CCNC(=S)N1CCc2cc(OC)c(OC)cc2C1COc1ccccc1OC (centres undefined)	1536	1829
CC(C)(C)C(=O)Nc1ncccc1C(O)c1cccc(C(F)(F)F)c1 (centres undefined)	1524	2068
COc1ccccc1C1=NC(c2ccc(C)cc2)N=C1C (centres undefined)	1381	1653
COc1ccc(C(C)=O)cc1COC(=O)c1cccnc1SC	1717	2170
O=C(c1ccc(Cl)cc1)N1C2C=CC(C2)C1(C(F)(F)F)C(F)(F)F (centres undefined)	1488	1752
COc1ccc(Cl)cc1C(=O)NNC(=S)NC(=O)/C=C/c1ccco1	1523	1626
O=C(NCc1ccco1)/C(=C/c1ccco1)NC(=O)c1ccc(Br)o1	1618	1784
CCOC(=O)CNC(=O)CSc1nc2cccnc2n1Cc1ccccc1	1788	1875
CC(=O)C1=C(O)C(=O)N(c2cccnc2)C1c1ccc([N+](=O)[O-])cc1 (centres undefined)	1392	1742
COc1ccc(CC(=O)NNC(=O)c2ccncc2)cc1	1678	1714
Cc1cc(Br)ccc1NC(=O)CNC(=O)Cn1ncc(Cl)c(Cl)c1=O	1434	1919
CN(c1ccc(OCC(=O)OCC(=O)NC2CCCC2)cc1)S(=O)(=O)c1ccc2ccccc2c1	1688	1915
O=C(O)CCCNC(=O)CC1S/C(=N/N=C/c2ccccc2O)NC1=O (centres undefined)	1795	1746
O=C(N/N=C/c1cccc([N+](=O)[O-])c1)c1ccc(COc2ccccc2-c2ccccc2)cc1	1580	1845
OC(CNCCc1ccc(C(F)(F)F)cc1)COc1cccc2ccccc12 (centres undefined)	1576	1695
CCOC(=O)C1(Cc2ccccc2)CCN(Cc2ccon2)CC1	1532	1555
CC(=O)NCC(=O)N(c1c(C)n(C)n(-c2ccccc2)c1=O)C1(C(=O)NC2CCCC2)CCCCC1	1791	1964
CCOc1ccccc1Nc1nc2ccccc2n1C(C)C	1626	1589
Cc1ccc(NS(=O)(=O)c2cc(OCC(N)=O)c(C)cc2Cl)cc1	1468	1556
